Screening data as filed in PubChem BioAssay.
IEC-6 tox: cytotoxicity in IEC-6 intestinal epithelial cells, primary screen, cytotoxicity control for KLF5 inhibitor project, cell-based, luminescence | IEC-6 cytotoxicity, luminescence viability | inhibition, % at 5 µM | 290,000 compounds, 0.78% hits; in the data active = inhibition above about 22%;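 also: 0% = plate median of test compound wells and 100% = cytotoxic reference compound wells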
HSP90 refold inh: HSP90 inhibitors, primary screen, cell lysate, luminescence | Heat shock protein HSP 90 (rabbit reticulocyte lysate; luciferase refolding) | Rabbit reticulocyte lysate, luciferase refolding luminescence, 3 h | inhibition, % at 5.6 µM | 290,000 compounds, 0.91% hits | AID 1789, 2009;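 active = inhibition above the screen-wide mean plus 3 SD, computed separately per campaign, cut at about 16% in these data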;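 also: 0% = DMSO wells and 100% = 60 µM geldanamycin wells; inhibitors lower the luminescence because luciferase stays unfolded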
AI-2 QS modul: Vibrio harveyi AI-2 quorum sensing modulators, primary screen, JMH597 strain, luminescence/OD600 ratio; activity change, % at 7.5 µM; 300,000 compounds, 0.4% hits; Vibrio harveyi JMH597 AI-2 luminescence/OD600 ratio, 9 h; stronger effect = lower value; strain lacks LuxN and CqsS sensors; 0 = neutral-control median; in the data active = activity change below about -75%, passing the limit was not always enough; inconclusive = no clear call, values can overlap the other calls;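 also: luminescence divided by OD600 gain over 9 h not by final OD600 alone; inactives centre near 13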
Platelet DG rel: inhibitors of platelet dense granule secretion, primary screen, cell-based, MLPCN, human platelets | 300,000 compounds, 0.22% hits | inhibition, %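 (compounds screened at 7.5 µM in platelet-rich plasma)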 | AID 1663, 2009 | human platelet-rich plasma, SFLLRN dense granule ATP release, luminescence;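 active = mean replicate score, as percent of positive control, at or above 50; inconclusive = mean below 50 but at least one replicate at or above 50; inactive = mean and every replicate below 50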
aSyn UTR inh: MLPCN primary screen, SNCA 5' untranslated region | 300,000 compounds, 0.82% hits | alpha-synuclein 5'UTR reporter, inhibitor activity | inhibition, % (tested at 7.5 µM); in the data active = inhibition above about 60%; inconclusive = no clear call, values can overlap the other calls;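 also: H4 neuroglioblastoma cells stably carrying SNCA 5'UTR luciferase fusion; 0% = DMSO wells and 100% = positive control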
HSF-1 act: HSF-1 activators, primary screen, NIH3T3-HGL cells, MG132 stress, luminescence, single point | NIH3T3-HGL HSF-1 luciferase reporter, 8 h; 100% = twice DMSO control signal | activation, % at 9 µM | 300,000 compounds, 1.7% hits | AID 504408, 2011;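 active = mean replicate activation of at least 50% with a set share of replicates each reaching 50%; inconclusive = only one of those two conditions met; inactive = mean below 50% and too few replicates reaching it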;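 also: 0% = median of the neutral control wells and 100% = twice that signal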
HSF1 inh: HSF1 inhibitors in luciferase reporter cells, primary screen, cell-based, NIH3T3, luminescence; 300,000 compounds, 0.77% hits; NIH3T3-HGL HSE-luciferase, MG132-induced, luminescence 8 h; stronger effect = lower value; activity change, negative = inhibition, % at 7.5 µM (by protocol);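 active = more than half of replicate wells show activity change below -50%, luminescence cut by over half; inconclusive = some wells, but at most half, below -50%; inactive = no replicate well below -50%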;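 also: luciferase reports HSF-1 transcriptional activity via heat shock element; 0% = median of DMSO wells and -100% = zero luminescence signal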
KLF5 inh: KLF5 expression inhibitors, primary screen, DLD-1 cells, luminescence | inhibition, % at 5 µM | 290,000 compounds, 0.23% hits | DLD-1 KLF5 promoter-luciferase reporter;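 active = inhibition above a per-plate limit of that plate's mean compound inhibition plus 3 SD, cut at about 60% in these data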;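 also: 0% = DMSO wells and 100% = LY294002 at 200 µM; higher means less KLF5 promoter-driven luciferase light; inactives centre near -14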
HIF activator: HIF pathway transcriptional activators, primary screen, cell-based, U2OS HRE-luciferase, luminescence; U2OS HRE-luciferase reporter; normalized: DMSO 0%, desferrioxamine 100%; AID 1910, 2009; 300,000 compounds, 0.32% hits; activation, % at 7.5 µM (by protocol);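 active = mean activation of at least 10% of the iron chelator positive control signal, with at least half of replicates also reaching 10%; inconclusive = mean and replicate majority disagree about reaching 10%; inactive = mean and most replicates under 10%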
SKKanGAS inh: S. pyogenes SKKanGAS growth inhibitors in kanamycin, primary screen, streptokinase expression inhibitor project, SKKanGAS strain, BacTiter-Glo luminescence; 6 h; inhibition, % at 7.5 µM; 300,000 compounds, 1.3% hits;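 active = mean replicate score, as percent of positive control median, at least 50; inconclusive = mean below 50 but one replicate at or above 50; inactive = mean and every replicate below 50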;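 also: strain carries kanamycin resistance gene driven by streptokinase promoter and grows in 40 µg/ml kanamycin; loss of luminescence reflects streptokinase promoter inhibition or plain growth inhibition; 0% = median of DMSO wells and 100% = positive control at its reference dose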
* = called active by the depositor; ? = inconclusive; . = not tested or not shown. Compounds were not picked by outcome; overall some 6% were active at least once.

SMILES	IEC-6 tox	HSP90 refold inh	AI-2 QS modul	Platelet DG rel	aSyn UTR inh	HSF-1 act	HSF1 inh	KLF5 inh	HIF activator	SKKanGAS inh
COc1ccc(NC(=O)c2c(-c3ccccc3)noc2C)c(OC)c1	-5	1	15	-6	-12	24	7	-15	0.1	-5
Cc1cc(C)cc(NS(=O)(=O)c2coc(C(N)=O)c2)c1	-5	-6	2	-2	-11	-1	-5	-22	-0.3	-4
O=C(CNc1ccccc1)Nc1ccc(F)cc1	0	-4	23	9	-118	?	28	-23	2.3	9
COc1c(C(=O)Nc2nccs2)ccc2ccccc12	7	2	24	0	-172	20	13	-165	3.1	-4
CCCC(=O)Nc1ccc(Cl)c(NC(=O)c2ccc(Br)o2)c1	-9	-2	0	-10	22	43	8	-13	0.3	-9
O=C(NCC1CCCCC1)c1cccc(Br)c1	-1	-4	16	0	-19	17	-2	-56	0.4	-1
COc1ccc(OC)c(NC(=O)CSC2=NN3CCCC(=O)N=C3S2)c1	-2	-3	2	7	-3	10	2	2	-0.1	3
O=CN1CCN(C(=O)c2ccccc2Cl)CC1	5	2	-1	4	9	11	-9	6	0.2	-3
O=C1O/C(=C\C(=O)N2CCOCC2)c2ccccc21	-5	-2	9	1	12	-18	-20	18	-0.1	3
O=C(c1ccc(Cl)cc1Cl)N1CCN(c2ccccn2)CC1	-1	-4	26	-3	17	-2	-9	10	-18	2
O=C(Cc1cccs1)Nc1cccc(-c2ccc3nncn3n2)c1	-9	-3	27	1	11	29	7	-21	-0.5	0
Cc1ccccc1NCC(=O)N=Nc1c(O)[nH]c2ccc([N+](=O)[O-])cc12	-6	2	1	2	-2	.	.	-9	.	13
CC(C)CCC(C(=O)NC(C)c1ccccc1)C(=O)NC(C)c1ccccc1 (stereo unspecified)	-5	-3	9	-2	-13	25	6	-47	-0.5	10
COc1cccc(/C=N/NC(=O)C(C)Cn2cnc3ccccc32)c1 (stereo unspecified)	-9	2	14	-9	21	1	1	-4	0.2	5
CCOC(=O)NNC(=O)c1[nH]c2ccc(Br)cc2c1-c1ccccc1	8	4	10	10	8	-15	5	-33	0.6	9
CN(CCc1ccccc1)C1CCCN(S(=O)(=O)N(C)C)C1 (stereo unspecified)	5	-5	5	4	5	0	-7	-24	0.5	0
COc1ccc(OC)c(S(=O)(=O)Nc2ccc(O)c(Sc3ncn[nH]3)c2)c1	1	0	23	-5	-8	15	-6	-15	-0.1	5
CCn1c(CNC(=O)Cc2ccc(OC)cc2)nnc1SCC(=O)c1ccc(Br)cc1	-3	-4	-10	-3	4	45	22	-7	0.0	3
CC(Cc1cccs1)NC(=S)Nc1ccc(F)cc1 (stereo unspecified)	-1	2	12	3	-29	16	4	-69	-0.1	-7
C=CCC1(/C=N/O)CCOC(C)(C)C1 (stereo unspecified)	4	-2	15	2	13	11	-7	0	-0.6	-4
Cc1ccccc1C(=O)NC(=S)Nc1cccc(NC(=O)C(C)C)c1	-5	0	1	0	-34	4	8	-52	0.8	-14
O=C(/C=C/c1ccc(Cl)cc1Cl)N1CCc2ccccc21	-4	-4	-1	11	-192	55*	22	-62	5.4	-5
Cc1cc(C)n(Cc2ccc(F)cc2)c(=O)c1C#N	-5	0	16	-2	0	14	-4	-13	-0.2	2
C/C(=N\NC(=O)C(O)c1ccccc1)c1ccc(Cl)cc1 (stereo unspecified)	1	-2	2	2	0	18	-4	-5	-0.2	-3
C/C(=N\OCc1ccc(C#N)cc1)c1ccc(S(=O)(=O)N(C)C)cc1	-5	-6	-5	1	-41	-5	5	-121	2.3	-5
Cc1ccc(NC2=CC(=O)C(=O)c3ccccc32)cc1	2	14	12	4	103*	80*	68	-57	-7.2	24
Cn1ccnc1SCC(=O)c1ccc2ccccc2c1	5	-1	-1	5	-71	213*	207	-130	0.7	-3
O=C(NCC1CCCCC1)c1ccc(Br)o1	2	3	15	20	-7	-6	0	-35	0.0	-9
O=C(c1csc2c1CCCC2)N1CCN(c2ccccc2)CC1	5	2	-4	-1	-18	-1	0	-8	0.0	5
Cc1ccsc1C(=O)Nc1ccccc1N1CCOCC1	-3	3	14	-1	-8	0	3	-48	0.0	2
CCSCc1nnc(SCC(=O)Nc2nccs2)n1CC	-6	-3	6	15	9	-4	1	-17	-0.2	-2
O=C(Nc1ccccc1F)Nc1ccccc1N1CCCCC1	-5	-1	15	-6	3	2	7	-7	0.1	-6
CC1(C)C(CSc2nc3ccccc3[nH]2)C1(Cl)Cl (stereo unspecified)	4	3	20	0	17	15	7	-5	-0.4	0
COc1cccc(NC(=O)CSc2nnc(Cc3cccs3)n2-c2ccc(C)cc2)c1	4	8	22	-2	29	-15	-11	13	0.1	0
O=C(/C=C/c1cccc([N+](=O)[O-])c1)NCCSCc1ccc(Cl)cc1Cl	0	-1	34	0	16	-3	-5	-33	-0.4	-15
CN(C)/N=C/c1ccc(Sc2ccc([N+](=O)[O-])cc2[N+](=O)[O-])o1	3	1	10	-2	-24	-44	-40	-2	-0.1	-4
COc1cc(OC)cc(C(=O)N(CCCN2C(=O)c3cccc4cccc(c34)C2=O)c2cccc(OC)c2)c1	-3	-1	-3	4	-18	59*	37	-15	-0.5	20
CCOC(=O)c1ccc2[nH]c(C)cc(=O)c2c1	1	-3	10	1	-6	-7	2	6	0.5	-2
Cc1ccc(S(=O)(=O)CCC(=O)OCC(=O)NCCc2ccc(F)cc2)cc1	.	.	0	-1	-7	-21	-3	.	-0.2	-7
CCCCn1c(SCC(=O)N(C)C)nnc1-c1ccncc1	8	4	19	-4	2	36	4	12	-0.3	7
O=C(COC(=O)c1cccs1)Nc1ccccc1Cl	-4	-7	12	14	-14	5	5	-27	0.1	-2
CCn1c(COc2ccccc2)nnc1SCC(=O)Nc1ccc2c(c1)OCCO2	-4	0	22	-2	14	-2	-1	-29	-0.4	-1
NN=C(c1ccccc1)c1ccccc1	.	.	2	-1	-2	-7	-1	.	1.3	3
Cc1ccc(NS(=O)(=O)c2cn(C)c(=O)n(C)c2=O)c(C)c1	-4	-2	20	18	-11	0	-9	-31	0.0	-7
O=C(C1CCN(S(=O)(=O)c2cccs2)CC1)N1CCCCC1	1	1	15	22	-2	-3	-2	-18	-0.2	-5
CCN(CC(=O)Nc1c(F)cccc1F)C(=O)c1ccc(Cl)c(S(=O)(=O)N2CCCCC2)c1	6	2	11	7	-3	3	-2	9	0.0	2
CN(CC(=O)Nc1cccc2ccccc12)C(=O)c1cccc(S(=O)(=O)N(C)C)c1	-8	-2	5	10	1	2	7	-37	0.1	5
COc1ccc(/C=C/C(=O)N/C(=C\c2ccco2)C(=O)NCCc2nc3ccccc3[nH]2)cc1	-5	1	8	-4	-3	29	22	-13	0.0	3
CCCCN(C)CCn1c(=S)[nH]c2ccc(N3CCOCC3)cc2c1=O	0	3	16	-3	-28	-6	-1	-10	-0.3	-5
NS(=O)(=O)c1ccc(NC(=O)CN2CCN(Cc3ccccc3)CC2)cc1	3	2	16	-1	3	6	3	-32	-0.1	-4
CC(=O)c1nnn(-c2ccccc2C#N)c1C	4	-1	20	5	3	-6	-2	20	-0.7	2
CN(Cc1ccccc1)C1CCNCC1	5	1	13	-1	5	-2	-3	-25	-18	1
O=C(O)C1C2C=CC(C2)C1C(=O)NCc1cccnc1 (stereo unspecified)	5	5	9	9	-24	6	-1	-13	-0.1	2
Cc1ccc(CN2C(=O)CCC2C(=O)NCCN2CCN(c3cccc(Cl)c3)CC2)cc1 (stereo unspecified)	1	1	10	-1	-7	-12	-2	-8	-0.7	7
Cc1ccc(-c2nnn3c2nc(Cl)c2ccccc23)cc1	8	-1	-5	4	-3	49	28	-11	2.4	-13
Cc1c(Nc2ncnc3c2cnn3-c2ccccc2)c(=O)n(-c2ccccc2)n1C	-9	5	29	-3	11	-2	-6	17	0.2	-3
S=C(Nc1cccc(Br)c1)c1ccccc1	4	2	3	-7	-28	34	18	-29	1.0	-23
O=C1CN(C(=S)NC(=O)c2ccc(-c3ccccc3)cc2)CCN1	5	2	15	3	-79	6	10	-48	2.1	6
COc1ccc(C2OC(=O)CC2C(=O)NCc2ccc(F)cc2)cc1OC (stereo unspecified)	-3	1	3	-4	-15	14	-4	-39	0.0	-7
O=C(CCc1nc2ccccc2c(=O)[nH]1)OCC(=O)c1ccc(C2CCCCC2)cc1	-5	1	12	-29	20	8	1	-5	-0.4	-5

Following part.
SMILES	IEC-6 tox	HSP90 refold inh	AI-2 QS modul	Platelet DG rel	aSyn UTR inh	HSF-1 act	HSF1 inh	KLF5 inh	HIF activator	SKKanGAS inh
COc1cc(-c2ccc(NC(=O)NC3CC3)c(OC)c2)ccc1NC(=O)NC1CC1	-1	4	23	-2	-99	26	2	17	-4.3	55*
CCC(=O)N1CCc2cc(Br)cc(S(=O)(=O)CC(=O)OC)c21	0	1	16	3	-2	5	5	-18	0.0	-2
CCCc1nc2ccc(NC(=O)NCCC(=O)OCC)cc2c(=O)n1Cc1ccc(Cl)cc1	7	-3	5	1	-18	-3	11	-3	0.8	25
Cc1ccc(C(=O)NC(=S)NCc2ccccc2)cc1Br	.	.	26	11	-24	-1	-3	.	1.3	-8
CC(=O)N1C(C)c2ccccc2C(C)(C)CC12CCCCC2 (stereo unspecified)	2	-1	6	-7	-9	44	9	-38	-0.6	-5
COc1ccc(S(=O)(=O)N(C)C)cc1NC(=O)Cc1cccs1	-5	-2	26	2	31	19	-5	-4	-0.2	-4
CCCC(CCC)=NNC(=O)c1ccccc1F	3	-1	-6	-5	-30	-4	-5	-44	1.1	2
COc1cc(CCC(=O)Nc2cnc3ccccc3c2)cc(OC)c1OC	-1	-5	14	-6	-6	19	0	-26	-37	0
Cc1cc(NC(=O)CSc2nc(N)c(NC(=O)c3ccco3)c(=O)[nH]2)no1	-8	3	9	-5	-25	4	2	-20	-0.2	-14
COC(=O)C1C2C=CC3(CN(CC4CCCO4)C(=O)C13)O2 (stereo unspecified)	2	-4	15	-3	-24	24	-6	-13	-0.1	1
COc1ccc(Nc2nc(N)c([N+](=O)[O-])c(NC3CCCCC3)n2)cc1	-11	-1	21	-1	62*	3	3	-10	1.5	32
O=C(CSc1cccc2cccnc12)N/N=C/c1cccnc1	21	0	18	-2	3	161*	159	-4	0.1	-20
